SRC1 inh: inhibits human SRC1 coactivator. AID 588354. 0.12% of 360,000 active. inhibition, % at 3.6 µM. HEK293 GAL4-SRC1 luciferase reporter, luminescence. Q15788;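 active = inhibition above the campaign mean plus 3 SD, with each screening campaign given its own cutoff, cut at about 60% in these data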;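 also: 0% = DMSO treated cells and 100% = gossypol at 36 µM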
TRAIL sens C8: sensitizes caspase-8 expressing cells to TRAIL. NB7+C8 cells + TRAIL, ATPlite viability luminescence. inhibition (viability loss, TRAIL sensitization), % at 10 µM. 1% of 360,000 active. AID 624354;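 active = compounds causing at least 50% loss of cell viability in the single-dose screen, relative to plate controls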
NOD2-RIPK2 inh: inhibitors of human NOD2-RIPK2 interaction. O43353. CHO BLA complementation NOD2-RIPK2, CCF4 ratio. inhibition, % at 4.98 µM. 0.38% of 360,000 active. AID 624267; in the data active = inhibition above about 21%;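 also: 0% = vehicle only and 100% = reference blocker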
TWEAK Fn14 block: TWEAK-Fn14 signaling inhibition; TWEAK-stimulated Fn14 reporter cells, luciferase luminescence, 8 h; inhibition, % at 10 µM; 2% of 360,000 active; AID 1159606; in the data active = inhibition above about 50%
SRC3 inh: inhibitors of human steroid receptor coactivator 3 (SRC3) | Q9Y6Q9 | HEK293 GAL4-SRC3 luciferase reporter, luminescence | inhibition, % at 3.6 µM | 0.17% of 360,000 active | AID 588352;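 active = inhibition above a per-campaign cutoff, the mean of all compounds plus 3 SD, cut at about 60% in these data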;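 also: 0% = DMSO-treated cells and 100% = gossypol-treated cells at 36 µM; higher means less SRC3-driven luciferase light from the GAL4 reporter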
NR2F2 inh: blocks human COUP-TFII nuclear receptor. inhibition, % at 8.6 µM. HEK293T NGFI-A luciferase reporter, luminescence. 0.7% of 370,000 active. P24468;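 active = inhibition above a per-plate cutoff, mean inhibition of test wells between control levels plus 3 SD, cut at about 38% in these data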;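 also: cells cotransfected with COUP-TFII expression vector driving the NGFI-A reporter; 0% = median of COUP-TF2 test wells and 100% = reporter-only cells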
LMP1 NFkB inh: inhibitors of Epstein-Barr LMP1-induced NF-kappaB reporter. LMP1-induced NF-kappaB luciferase reporter cells, luminescence. inhibition, % at 12.5 µM. 0.69% of 350,000 active; in the data active = inhibition above about 41%;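 also: 0% = neutral control wells and 100% = reference inhibitor control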
TLR9-MyD88 block: TLR9-MyD88 interaction inhibition. CHO BLA complementation TLR9-MyD88, CCF4 FRET ratio. Q9NR96+Q99836. AID 504734. 0.21% of 340,000 active. inhibition, % at 4.98 µM;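 active = inhibition above the mean over all tested compounds plus 3 SD, cut at about 21% in these data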;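 also: 0% = DMSO only wells and 100% = clavulanate BLA inhibitor control wells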
Target sequence (Q99836 whole entry, looked up): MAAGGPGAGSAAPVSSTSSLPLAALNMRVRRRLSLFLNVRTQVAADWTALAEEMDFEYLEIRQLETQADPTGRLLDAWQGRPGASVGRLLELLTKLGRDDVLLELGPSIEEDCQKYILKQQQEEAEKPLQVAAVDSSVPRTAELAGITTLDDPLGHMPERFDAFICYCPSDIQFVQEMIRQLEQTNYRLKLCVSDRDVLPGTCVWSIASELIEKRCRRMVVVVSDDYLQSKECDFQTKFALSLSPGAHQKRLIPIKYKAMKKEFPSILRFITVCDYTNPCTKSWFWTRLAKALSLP
Target sequence (Q9NR96 whole entry, looked up): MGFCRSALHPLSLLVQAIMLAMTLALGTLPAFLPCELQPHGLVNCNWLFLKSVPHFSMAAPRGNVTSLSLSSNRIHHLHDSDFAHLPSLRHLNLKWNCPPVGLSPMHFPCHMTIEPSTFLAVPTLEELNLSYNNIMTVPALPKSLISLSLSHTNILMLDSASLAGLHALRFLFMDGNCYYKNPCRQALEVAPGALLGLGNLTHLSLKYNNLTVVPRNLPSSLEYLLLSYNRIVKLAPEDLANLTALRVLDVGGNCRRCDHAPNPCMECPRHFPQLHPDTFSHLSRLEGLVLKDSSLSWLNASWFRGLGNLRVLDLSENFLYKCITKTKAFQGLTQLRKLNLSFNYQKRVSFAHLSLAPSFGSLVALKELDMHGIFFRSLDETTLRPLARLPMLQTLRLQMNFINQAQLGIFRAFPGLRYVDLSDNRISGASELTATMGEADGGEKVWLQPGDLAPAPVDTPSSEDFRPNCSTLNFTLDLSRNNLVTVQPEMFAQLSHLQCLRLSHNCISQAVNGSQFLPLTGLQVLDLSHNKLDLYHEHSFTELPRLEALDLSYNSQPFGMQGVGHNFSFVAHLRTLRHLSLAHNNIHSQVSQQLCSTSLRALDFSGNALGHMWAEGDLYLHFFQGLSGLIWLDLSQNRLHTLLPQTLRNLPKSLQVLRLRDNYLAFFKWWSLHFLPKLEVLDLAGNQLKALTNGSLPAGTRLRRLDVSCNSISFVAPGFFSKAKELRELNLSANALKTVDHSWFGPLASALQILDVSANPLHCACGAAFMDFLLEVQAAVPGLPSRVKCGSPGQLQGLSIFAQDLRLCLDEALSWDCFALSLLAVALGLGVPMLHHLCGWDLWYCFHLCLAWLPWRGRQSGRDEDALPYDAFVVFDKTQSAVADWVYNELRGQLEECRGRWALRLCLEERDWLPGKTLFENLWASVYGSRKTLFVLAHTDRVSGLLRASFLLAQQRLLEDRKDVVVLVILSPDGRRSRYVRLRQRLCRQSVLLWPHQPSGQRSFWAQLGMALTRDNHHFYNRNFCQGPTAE
NCOA2 inhibitor: human SRC2 (NCOA2) inhibition; Q15596; HEK293 GAL4-SRC2 luciferase reporter, luminescence; inhibition, % at 9 µM; 0.17% of 370,000 active;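 active = inhibition above the mean inhibition of all tested compounds plus 3 SD, set per campaign, cut at about 52% in these data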;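 also: 0% = DMSO treated cells and 100% = cells given Gossypol at 36 µM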
TROY signal inh: blocks TROY-dependent signaling in reporter cells; Q293 LMP1-TROYcd NF-kB luciferase reporter, 4 h; inhibition, % at 10 µM; 0.98% of 360,000 active;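 active = compounds whose plate-normalised and pattern-corrected inhibition of the luciferase reporter signal at the single screening dose is 50% or more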
NR5A2 inv ag: NR5A2 inverse agonism in reporter assay; AID 602396; 0.13% of 360,000 active; HEK293T StAR-luciferase reporter, LRH-1 transfected, 24 h; inhibition, % at 3.6 µM; O00482;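 active = inhibition above the mean inhibition of all tested compounds plus 3 SD, cut at about 73% in these data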;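 also: 0% = DMSO wells and 100% = reporter-only cells lacking LRH-1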
The depositor's hits bear a star; . = not tested or not shown. The list is partial, so the mix of outcomes need not match the whole.

#	smiles	SRC1 inh	TRAIL sens C8	NOD2-RIPK2 inh	TWEAK Fn14 block	SRC3 inh	NR2F2 inh	LMP1 NFkB inh	TLR9-MyD88 block	NCOA2 inhibitor	TROY signal inh	NR5A2 inv ag
1	CCCNC(=O)C1(C)CCCN(Cc2ccc(C)cc2)C1 (configuration not stated)	12	-3	3	12	-22	1	.	.	-9	-2	-9
2	O=C(Nc1ccnn1C1CCN(C2CCC2)CC1)c1ccccc1	14	6	0	3	-5	15	0	0	5	-4	12
3	Cc1ccc(CN2CCNC(=O)C2CC(=O)O)cc1 (configuration not stated)	-7	4	-5	9	-22	-8	0	15	0	1	3
4	Cc1cccc(C)c1-n1nnnc1C1(C)CCC(=O)N1CCc1ccc(O)cc1 (configuration not stated)	.	2	-5	3	.	0	.	.	15	-20	7
5	COc1cc(CCC(=O)OCC(=O)NCc2ccc(Cl)cc2)cc(OC)c1OC	-12	3	-3	-14	13	-2	2	-4	7	16	5
6	COc1ccc(CCNC(=O)Cc2ccsc2)cc1	-69	8	17	-9	1	9	-7	-1	-26	7	19
7	CCc1ccc(OC2=NS(=O)(=O)c3ccccc32)cc1	2	-4	-1	-8	16	-9	-14	2	4	23	8
8	Cn1cc(CNC(=O)c2cc(-c3ccccc3)nc3ccc(Br)cc23)cn1	2	-6	-13	-1	17	-9	4	-8	-5	-4	-12
9	Nc1c(N(CCC2=CCCCC2)C(=O)c2ccccc2F)c(=O)[nH]c(=O)n1Cc1ccccc1	-7	-3	-2	-8	-11	13	2	-18	3	-13	2
10	O=S1(=O)N=C2CCCCCN2C(c2ccc(Cl)cc2)N1 (configuration not stated)	-2	-5	-12	-12	-2	-5	18	8	-9	29	-1
11	CN(CCO)C(=O)C(c1ccccc1)c1ccccc1	0	5	-2	-6	-2	-9	-5	1	-13	10	-17
12	O=C(N/N=C/c1cccc2ccccc12)c1ccncc1	6	5	-5	-32	-6	2	0	-6	-10	10	1
13	CCCCC(=O)NCCc1cc2ccc(OC)cc2[nH]c1=O	6	-1	-8	12	3	2	5	-7	-12	-3	-9
14	COC(=O)C(Cc1c[nH]c2ccccc12)NC(=O)c1ccccc1Br (configuration not stated)	-1	-8	-7	-7	-7	-16	-34	4	-24	-33	6
15	CC(=O)NC1(C(F)(F)F)NC(=O)N(C2CCCCC2)C1=O (configuration not stated)	0	1	-5	-7	-11	13	4	1	-17	-3	-9

3 entries from above, reformatted:
11. CN(CCO)C(=O)C(c1ccccc1)c1ccccc1
12. O=C(N/N=C/c1cccc2ccccc12)c1ccncc1
13. CCCCC(=O)NCCc1cc2ccc(OC)cc2[nH]c1=O

assay / compound,11,12,13
SRC1 inh,0,6,6
TRAIL sens C8,5,5,-1
NOD2-RIPK2 inh,-2,-5,-8
TWEAK Fn14 block,-6,-32,12
SRC3 inh,-2,-6,3
NR2F2 inh,-9,2,2
LMP1 NFkB inh,-5,0,5
TLR9-MyD88 block,1,-6,-7
NCOA2 inhibitor,-13,-10,-12
TROY signal inh,10,10,-3
NR5A2 inv ag,-17,1,-9

Continuation:
#	smiles	SRC1 inh	TRAIL sens C8	NOD2-RIPK2 inh	TWEAK Fn14 block	SRC3 inh	NR2F2 inh	LMP1 NFkB inh	TLR9-MyD88 block	NCOA2 inhibitor	TROY signal inh	NR5A2 inv ag
16	CCOC(=O)C1CCN(c2cc3c(cc2NC(=O)c2ccccc2F)n(C)c(=O)n3C)CC1	1	-9	-11	18	-30	-9	-7	2	-6	-11	7
17	C/C(=N\NC(=O)CN1CCN(Cc2ccccc2)CC1)c1cccs1	14	7	2	2	7	18	-1	10	-4	4	7
18	O=C(Cc1cccs1)Nc1nnc(C2CC2)s1	-11	8	8	28	9	-3	-1	-8	-8	1	-15
19	COc1ccc(OCc2nnc(SCC(=O)Nc3nnc(C4CC4)s3)n2C)cc1	4	-2	5	11	-8	17	0	0	-10	-12	-9
20	CC1S/C(=N/N=C/c2cccs2)NC1=O (configuration not stated)	-40	0	-6	4	-15	-23	-3	-10	-36	7	-36
21	Cc1c(OCC(=O)NCc2cccnc2)ccc2c3c(c(=O)oc12)CCC3	-27	-3	1	-35	-6	-9	0	-4	-9	-10	4
22	COc1ccc(NC(=O)Nc2ccon2)cc1OC	-1	0	-5	1	-15	-6	-1	7	15	9	5
23	O=C(NCC1CCCO1)c1ccc2ccccc2n1 (configuration not stated)	-33	0	-11	-1	-15	-14	-12	-1	-24	-8	-51
24	O=C(COC(=O)CSc1ccc([N+](=O)[O-])cc1)NC1CCCCCCC1	5	-1	-2	5	20	1	3	8	18	3	25
25	CCOC(=O)CSc1ncnc2c1cnn2-c1ccc(C)cc1C	8	2	-9	16	25	-19	0	0	0	-18	-3
26	COC(=O)c1cc2c(s1)-c1ccccc1CC2	-48	-3	-10	-25	-18	-16	-7	-3	-11	-47	-17
27	O=c1[nH]c2cc([N+](=O)[O-])ccc2c2ccccc12	-4	15	-14	-44	-17	6	0	-14	-3	-21	-19
28	COCCNC(=O)c1nn2c(C(F)(F)F)cc(-c3ccccc3)nc2c1Br	5	-3	0	6	-6	0	-4	-5	-16	15	20
29	Cc1ccc(S(=O)(=O)N2CCN(C(=O)CN3C(=O)NC(C)(CCC(C)C)C3=O)CC2)c(C)c1 (configuration not stated)	-2	3	-7	5	-9	4	4	-1	6	6	24
30	Cc1cccc(C)c1NC(=O)C1CCCN1S(=O)(=O)c1ccc(-c2ccc(=O)[nH]n2)s1 (configuration not stated)	1	-3	-1	-27	18	14	6	-13	-3	-3	-29

Rewritten screen by screen: part of the list above.
18. O=C(Cc1cccs1)Nc1nnc(C2CC2)s1
17. C/C(=N\NC(=O)CN1CCN(Cc2ccccc2)CC1)c1cccs1
22. COc1ccc(NC(=O)Nc2ccon2)cc1OC
30. Cc1cccc(C)c1NC(=O)C1CCCN1S(=O)(=O)c1ccc(-c2ccc(=O)[nH]n2)s1 (configuration not stated)
25. CCOC(=O)CSc1ncnc2c1cnn2-c1ccc(C)cc1C
Compound	18	17	22	30	25
SRC1 inh	-11	14	-1	1	8
TRAIL sens C8	8	7	0	-3	2
NOD2-RIPK2 inh	8	2	-5	-1	-9
TWEAK Fn14 block	28	2	1	-27	16
SRC3 inh	9	7	-15	18	25
NR2F2 inh	-3	18	-6	14	-19
LMP1 NFkB inh	-1	-1	-1	6	0
TLR9-MyD88 block	-8	10	7	-13	0
NCOA2 inhibitor	-8	-4	15	-3	0
TROY signal inh	1	4	9	-3	-18
NR5A2 inv ag	-15	7	5	-29	-3

(further entries)
#	smiles	SRC1 inh	TRAIL sens C8	NOD2-RIPK2 inh	TWEAK Fn14 block	SRC3 inh	NR2F2 inh	LMP1 NFkB inh	TLR9-MyD88 block	NCOA2 inhibitor	TROY signal inh	NR5A2 inv ag
31	O=C1c2ccccc2C(Nc2ccc(-c3nc4ccccc4[nH]3)cc2)N1Cc1ccco1 (configuration not stated)	-17	29	-9	23	-57	9	-7	-17	8	-1	-70
32	CCC(C)c1ccc(NC(=S)NC2CCN(Cc3ccccc3)CC2)cc1 (configuration not stated)	12	19	3	-1	6	18	6	4	30	26	9
33	COC(c1ccc(Cl)cc1)(c1ccc(Cl)cc1)C(Oc1nc(C)cc(C)n1)C(=O)O (configuration not stated)	3	12	2	27	7	7	-5	-9	9	21	1
34	Cc1sc(NC(=O)CN(Cc2ccc(F)cc2)C(=O)C(C)(C)C)c(C(N)=O)c1C	-9	-3	0	-9	3	7	7	-2	-3	4	-15
35	CCOc1ccc(-n2cc(-c3ccccc3)c3c(N4CCOCC4)ncnc32)cc1	-8	21	6	21	28	17	15	-6	-49	18	8
36	COc1ccc(/C=N/NC(=O)c2ccc(-c3ccccc3)cc2)cc1O	-6	10	-6	11	8	7	-1	3	6	7	19
37	Cc1[nH]n(-c2ccccc2)c(=O)c1N=Nc1ccc2c(c1)OCCO2	-31	13	-12	-14	-59	-5	-57	-11	-7	-44	-3
38	c1ccc(-c2cc(-c3ccncc3)nc3ccc4ccccc4c23)cc1	12	12	-4	23	0	13	-15	13	-7	24	20
39	COc1cc2c(cc1OC)C(=S)NC1(CCCC1)C2	4	1	-2	8	10	14	7	-3	-2	29	14
40	Cc1ccc2nc(SCC(=O)Nc3ccc(F)cc3F)nc(=O)n2c1	-34	2	0	-9	-40	-12	2	-10	-39	-27	-19
41	CCCn1c(=O)c2ccccc2n2c(SCCOc3ccc(OC)cc3)nnc12	10	-13	-5	5	-4	-4	8	1	-28	-6	6
42	O=C(c1ccco1)N1CCN(C(=O)c2ccc(CS(=O)c3ccc(F)cc3)o2)CC1 (configuration not stated)	-6	-9	7	3	9	13	-3	5	-14	-6	-1
43	CCCCCCCCN1C(=O)[C@H](CC(=O)N2CCSCC2)C[C@@]2(C(=O)OC)CCCCC=C12	.	-1	-3	6	.	5	.	.	-22	4	15
44	CC(=O)N[C@@H](Cc1ccc(O)cc1)CN1C(N)=NC[C@@H]1CC(C)C	-8	-31	-4	2	10	-8	-3	-5	3	-12	-11
45	Cc1c(NS(=O)(=O)c2ccc3c(c2)c(=O)n(C)c(=O)n3C)c(=O)n(-c2ccccc2)n1C	-28	1	-9	-4	-7	10	-1	0	-6	-4	7

New compounds follow:
#	smiles	SRC1 inh	TRAIL sens C8	NOD2-RIPK2 inh	TWEAK Fn14 block	SRC3 inh	NR2F2 inh	LMP1 NFkB inh	TLR9-MyD88 block	NCOA2 inhibitor	TROY signal inh	NR5A2 inv ag
46	CCN(CC)c1ccc(/C=N/N2CCOCC2)c(O)c1	-44	-3	2	-28	-23	6	-16	-9	-35	-1	-6
47	NC(=O)CN1C(=O)C2C3CCC(C3)C2C1=O (configuration not stated)	0	-4	8	-8	4	5	-3	7	8	1	-3
48	Cc1ccc2nc3nc(NCC4CCCO4)c(C(=O)NC4CCCC4)cc3c(=O)n2c1 (configuration not stated)	-10	-7	-14	11	15	4	7	-6	8	-12	-8
49	Cc1occc1C(=O)N/N=C/c1ccc[nH]1	-87	0	-3	-12	-41	-39	-6	-9	-51	-17	-148
50	O=C(COC(=O)CCC(=O)c1ccc(F)cc1)NCCc1ccccc1	3	-6	-11	-5	-4	24	-3	-2	14	-15	2
51	CC(C)[C@H](NC(=O)[C@@H]1Cc2ccccc2CN1)C(=O)Nc1ccc2c(c1)OCCO2	-10	-26	3	20	7	27	-4	0	37	23	-24
52	COc1ccc(-c2nc(CS(=O)(=O)CC(=O)NC3CCCCC3C)c(C)o2)cc1 (configuration not stated)	18	-12	-15	-11	-25	-3	9	0	-17	-6	-23
53	COc1cc(F)ccc1-c1cc(C(=O)NCC2CCCCC2)[nH]n1	5	-22	3	22	-21	-28	.	.	-20	-35	16

Screening data (PubChem)
